Screening results deposited in PubChem BioAssay by National Center for Advancing Translational Sciences (NCATS).
DRD3 antagonist = qHTS of D3 Dopamine Receptor Antagonist: qHTS | D(3) dopamine receptor (Homo sapiens), P35462 | D3R cells, DiscoveRx beta-arrestin luminescence, antagonist mode; active compounds read low | max response, negative = inhibition, % | 360,000 tested, 2.5% active | AID 652054, 2013; in the data active means max response below about -50%; inconclusive means no clear call, values can overlap the other calls; further: on the % scale 0 is the no-effect control and ±100 the full control effect; mostly tested at two doses, the higher about 12 µM
Target sequence (P35462 whole entry, looked up): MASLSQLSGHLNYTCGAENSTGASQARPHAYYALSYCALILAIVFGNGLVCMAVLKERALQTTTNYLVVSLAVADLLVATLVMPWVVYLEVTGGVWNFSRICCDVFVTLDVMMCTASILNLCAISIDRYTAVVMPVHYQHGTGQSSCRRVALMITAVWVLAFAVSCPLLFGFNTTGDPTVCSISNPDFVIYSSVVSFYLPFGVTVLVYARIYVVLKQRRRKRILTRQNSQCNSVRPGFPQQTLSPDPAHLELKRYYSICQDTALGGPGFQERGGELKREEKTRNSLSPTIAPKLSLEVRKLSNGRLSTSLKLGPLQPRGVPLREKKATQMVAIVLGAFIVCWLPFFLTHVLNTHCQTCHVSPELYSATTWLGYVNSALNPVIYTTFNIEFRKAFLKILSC
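Cells expressing the human receptor were seeded at 1500 cells/well, incubated overnight at 37 degrees C in 5% CO2, then exposed to library compounds with dopamine controls for 90 minutes at 37 degrees C before luminescent detection.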
HT1080 IDH1KD tx = qHTS for induction of synthetic lethality in tumor cells producing 2HG: qHTS for the HT-1080-IDH1KD cell line; Potency, µM (titrated, usually from 46.1 µM), for inactives: top-dose activity, negative = toxicity, usual class: cytotoxic; 360,000 tested, 2% active; HT-1080 IDH1 knockdown viability, ATP luminescence, 48 h;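 further: potency means the concentration at half of the fitted maximal effect; 0% = DMSO wells and -100% = cell-free medium wells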
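Cytotoxicity counter-line: IDH1KD HT-1080, 48 h, CellTiter-Glo. Curves classed by r2, magnitude and activity.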
HT1080NT lethal = qHTS for induction of synthetic lethality in tumor cells producing 2HG: qHTS for the HT-1080-NT fibrosarcoma cell line; 360,000 tested, 1.6% active; HT-1080-NT fibrosarcoma viability, CellTiter-Glo ATP luminescence, 48 h; Potency, µM (highest dose often 46.1 µM), for inactives: top-dose activity, negative = less viability, hits mostly cytotoxic; AID 686970, 2013;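 further: NT is the 2HG producing partner of a matched IDH1 knockdown line; potency means the concentration at half of the fitted maximal effect; 0% = DMSO-treated cells and -100% = media-only wells without cells; nearly all actives have a fitted effect of over 55% in size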
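A 48-hour cytotoxicity screen used HT-1080-NT cells plated 2 hours before compound delivery. ATP-based CellTiter-Glo luminescence measured viability, normalized to DMSO and no-cell controls.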
D3 ag = qHTS of D3 Dopamine Receptor Agonist: qHTS; AID 652048, 2013; D3R DiscoveRx beta-arrestin cells, luminescence, 90 min; 410,000 tested, 0.58% active; D(3) dopamine receptor (Homo sapiens), P35462; max activation, %; in the data active means max activation above about 30%; further: 0% is about no effect; mostly tested at two doses, the higher about 12 µM
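Agonist-mode cell screen: cells plated at 1500/well and incubated overnight at 37 °C, then exposed to library compounds for 90 min at 37 °C. Detection reagent was added for 30–60 min at room temperature, and luminescence was read.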
GLP1R ag = qHTS of GLP-1 Receptor Agonists; Glucagon-like peptide 1 receptor (Homo sapiens), P43220; HEK293 GLP-1R CRE-luciferase, luminescence, 4-6 h; cells express a hypersensitive GLP-1R form; Potency, µM (doses to about 45.6 µM), for the others: top-dose activation, usual class: activators; 380,000 tested, 0.007% active; further: potency means the concentration at half of the fitted maximal effect; % of control where 0% means no effect
Target sequence (P43220 whole entry, looked up): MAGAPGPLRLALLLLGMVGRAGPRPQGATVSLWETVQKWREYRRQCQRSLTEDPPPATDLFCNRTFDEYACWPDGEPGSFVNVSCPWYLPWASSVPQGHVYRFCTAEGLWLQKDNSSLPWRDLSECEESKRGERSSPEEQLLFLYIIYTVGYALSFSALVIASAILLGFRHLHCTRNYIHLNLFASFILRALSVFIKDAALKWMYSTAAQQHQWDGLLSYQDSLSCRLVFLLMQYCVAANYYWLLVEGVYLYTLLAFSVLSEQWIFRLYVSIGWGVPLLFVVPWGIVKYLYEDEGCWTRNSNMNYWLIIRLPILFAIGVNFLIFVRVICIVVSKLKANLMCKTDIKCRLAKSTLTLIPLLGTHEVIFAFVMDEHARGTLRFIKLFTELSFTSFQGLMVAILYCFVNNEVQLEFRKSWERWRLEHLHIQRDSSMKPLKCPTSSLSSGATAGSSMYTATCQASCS
KB-3-1 cytotox = qHTS assay for MDR1-selective chemotherapeutics: Primary screen using the parental adenocarcinoma cell KB-3-1; KB-3-1 viability, CellTiter-Glo ATP luminescence, 72 h; Potency, µM (series often up to 46.1 µM), inactives show at the top dose activity change, negative = cytotoxic, actives largely listed as cytotoxic; 400,000 tested, 1.4% active; AID 1347075, 2019; further: potency means the concentration at half of the fitted maximal effect; on the % scale 0 is the no-effect control and ±100 the full control effect; nearly all actives have a fitted effect of over 60% in size
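Viability of parental KB-3-1 cells, measured by CellTiter-Glo luminescence, followed a 72 h incubation at 37 °C with pinned compounds in phenol-red-free DMEM containing 10% FBS.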
KB-V1 MDR tox = qHTS assay for MDR1-selective chemotherapeutics: Primary screen using the drug-selected MDR subline cells KB-V1 | KB-V1 MDR cells viability, CellTiter-Glo, 72 h | 400,000 tested, 3.4% active | Potency, µM (doses to about 46.1 µM), without a hit: top-dose activity change, negative = cytotoxicity, hits mostly cytotoxic; further: potency means the concentration at half of the fitted maximal effect; on the % scale 0 is the no-effect control and ±100 the full control effect; nearly all actives have a fitted effect of over 60% in size
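qHTS viability screen in drug-selected KB-V1 MDR cells: 72 h compound treatment at 37 degrees C, ATP luminescence end point.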
SW480 rerep = A quantitative high throughput screen for small molecules that induce DNA re-replication in SW480 colon adenocarcinoma cells; 340,000 tested, 1.8% active; SW480 DNA re-replication, Hoechst DNA content imaging, 48 h; Potency, µM (top dose mostly 46.1 µM), for the others: at the top dose re-replication activation, hits mostly activators; further: potency means the concentration at half of the fitted maximal effect; % of control where 0% means no effect; nearly all actives have a fitted effect of over 55% in size
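Quantitative HTS format with DMSO vehicle controls; 48 hr drug incubation at 37 C, then 40 min Hoechst staining and scanning imager measurement at 405 nm excitation.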
IL1B secr inh = qHTS for Inhibitors of Inflammasome Signaling: IL-1-beta AlphaLISA Primary Screen; 360,000 tested, 4.7% active; THP-1 LPS/ATP IL-1B secretion, AlphaLISA, 16 h; active compounds read low; activity change, % at 57.5 µM; in the data active means activity change below about -50%; inconclusive means mostly about -30% to -49%; further: on the % scale 0 is the no-effect control and ±100 the full control effect
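THP-1 cells pretreated 1 hr with compounds (up to 57.5 uM final), then stimulated with LPS (250 ng/mL final) plus ATP (1.25 mM final); secreted IL-1B measured by AlphaLISA after 16 hr, decreased signal indicating inhibition.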
The depositor's hits bear a star; u = inconclusive; x = no result given; [ ] = dose if it differs, or a comment. Unless noted, the call rests on the fitted dose curve; in most records, active means well fitted curve in the direction sought with a large enough effect; inconclusive means small, poorly fitted or top-dose-only effect, or another doubt; inactive means no such curve, though single readings can be large; an effect the other way counts as inactive or inconclusive.

SMILES	DRD3 antagonist	HT1080 IDH1KD tx	HT1080NT lethal	D3 ag	GLP1R ag	KB-3-1 cytotox	KB-V1 MDR tox	SW480 rerep	IL1B secr inh
Cc1ccc(S(=O)(=O)NC(CC(C)C)C(=O)N2CCOCCOCCOCCOCC2)cc1 (stereo not drawn)	-3	-3%	-1%	-8	4%	-2%	u	-1%	8
Cc1nc(N2CCN(S(=O)(=O)c3ccccc3C#N)CC2)c2c(-c3ccccc3)csc2n1	52	9%	-2%	5	-4%	u	u	9%	-28
O=C(Cc1ccccc1)NCC(=O)N1CCN(c2ccc(F)cc2)CC1	6	0%	2%	3	10%	-1%	-18%	x	47
Cc1ccc(/C=N/NC(=O)c2nnn(-c3nonc3N)c2-c2cccs2)cc1	-3	u	-20%	-5	7%	u	-9%	u	17
O=C(CCSc1ccc(Cl)cc1)N1CCN(c2ccc(O)cc2)CC1	-13	u	u	17	18%	u	u	u	-24
O=C(Nn1cnc2ccccc2c1=O)c1ccc([N+](=O)[O-])cc1	-10	5%	4%	-1	0%	13%	-14%	0%	10
Cc1ccc(C2(C)NC(=O)N(CC(=O)NNC(=O)c3ccccc3)C2=O)cc1 (stereo not drawn)	-29	-11%	-3%	-2	2%	-3%	3%	-20%	-8
COc1cc2c(cc1OC)C(c1ccccc1[N+](=O)[O-])=NCC2	-15	4%	3%	-1	5%	11%	-22%	x	47
CN1CCN(c2nc(-c3ccccc3O)nc3ccccc23)CC1	-4	-18%	-1%	-17	1%	-9%	-9%	u	3
Cc1ccc(C(=O)Nc2ccccc2C(=O)N2CC(C)OC(C)C2)cc1 (stereo not drawn)	-8	4%	4%	-8	4%	4%	4%	x	17
Cc1ccccc1OCC(=O)Nc1ccc2c(c1)COC2=O	u	0%	0%	-7	2%	13%	-7%	-9%	-22
CC1(C)C(=O)Nc2ccccc2N1C(=O)COC(=O)c1cc(S(C)(=O)=O)ccc1Cl	6	2%	2%	11	-10%	5%	1%	-8%	11
CCO[C@@H]1OC(C(=O)NC2CC2)=C[C@H](C2CC2)[C@H]1CCCO	-2	15%	10%	-23	-2%	-1%	-17%	-47%[inhibitor][9.22 µM]	15
Cc1nc(N2CCN(C(=O)c3ccco3)CC2)c2oc3ccccc3c2n1	7	u	u	0	-8%	12µM*	u	8.2µM*	u
COc1ccc(-n2nnnc2SCC(=O)Nc2ccccc2N2CCOCC2)cc1OC	2	0%	3%	-3	-2%	-2%	24%	-8%	-10
COC(=O)c1cc(-c2ccc(OC)c(OC)c2)on1	-22	5%	7%	1	u	8%	15%	-4%	12
CC(=O)Nc1ccc(NC(=O)Nc2ccc(C)c(C)c2)cc1	4	2%	1%	1	16%	-10%	u	3%	-19
CC(=O)Nc1ccc(CN2CCC(n3nccc3NC(=O)CCc3ccccc3)CC2)cc1	2	3%	2%	-9	14%	1%	0%	-1%	3
CC(C)CC(=O)NC(=S)Nc1sc2c(c1C(N)=O)CCC2	u	-11%	-1%	-3	2%	1%	u	u	-22
COc1ccc(OCC(=O)OC2CCN(C)CC2)cc1	22	8%	2%	-2	0%	21%	14%	-11%	2
CCN1C(=O)CC(c2ccccc2)N(C2CCCC2)c2nc(Nc3ccc(C(=O)NC4CCN(C)CC4)cc3OC)ncc21 (stereo not drawn)	3	23µM*	u	2	1%	18µM*	u	12%	-77*
COc1ccc(C(=O)Nc2ccc3c(c2)OCO3)cc1S(=O)(=O)N1CCOCC1	-17	-1%	1%	-9	-3%	11%	-6%	x	0
COc1cccc(-c2nc(CS(=O)(=O)CC(=O)N3CCc4ccccc4C3)c(C)o2)c1	31	-7%	-3%	5	4%	-13%	-16%	u	-4
CCc1ccc2[nH]c3nc(SCc4nnc(-c5ccc(C)cc5)o4)nnc3c2c1	-1	9%	11%	-4	0%	-20%	u	-1%	26
CC(C)Nc1nc(NC(C)C)nc(N(C)N)n1	-53*	-1%	0%	-10	-16%	0%	0%	-3%	41
NS(=O)(=O)c1ccc2c(c1)C1C=CCC1C(C1CC=CCC1)N2 (stereo not drawn)	-12	-12%	-12%	-6	5%	2%	-6%	-10%	-2
Cc1nc2c(-c3ccc(F)cc3)c(C)nn2c(C)c1CCC(=O)NCc1ccc(Cl)cc1	x	x	x	-8	0%	8%	18%	x	x
COc1cc(NC(=O)c2cc3ccccc3o2)c(OC)cc1Cl	0	-8%	-1%	14	-1%	2%	10%	u	38
O=C1CSC(c2cccnc2)N1c1ccc(F)cc1 (stereo not drawn)	17	6%	0%	-2	-4%	7%	-6%	-6%	12
CCN(C(=O)CN1C(=O)S/C(=C\c2cccc(OC)c2)C1=O)C1CCS(=O)(=O)C1 (stereo not drawn)	16	-7%	6%	-11	1%	-4%	12%	10%	0
O=C(c1cnn2c(C(F)(F)F)cc(-c3ccco3)nc12)N1CCCCCC1	20	-12%	-25%	1	10%	u	u	17%	12
COc1cc(/C=C/CN2CCC(Oc3ccc(C(=O)N4CCCC4)cc3)CC2)ccc1O	-7	-5%	-2%	-11	16%	-6%	1%	0%	25
CCc1c(C(=O)Nc2ccccc2)c(C)[nH]c(=S)c1C#N	u	-5%	2%	-15	-1%	-3%	-17%	12%	7
O=C(Nc1nc(OCCN2CCCC2=O)cnc1/C=C\c1ccccc1)c1cc2ccccc2s1	-4	5%	0%	-6	3%	0%	u	x	-19
CCOc1ccc(C(=O)Nc2cnn(Cc3ccc(Cl)c(Cl)c3)c2)cc1	14	u	u	-14	1%	u	2.6µM*	3%	-11
CCOc1ccc(NS(=O)(=O)c2ccc(NC(=O)[C@@H]3CCCC[C@@H]3C(=O)O)cc2)cc1	4	1%	3%	1	-11%	-1%	6%	2%	-1
O=C(NNC1=C(C(=O)C(F)(F)F)CCC1)c1ccccc1O	u	u	23µM*	-2	-1%	u	0%	-3%[9.22 µM]	82
CC(=O)NCC(=O)N[C@@H](CC(=O)OCc1ccccc1)C(=O)OCc1ccccc1	5	14%	12%	5	4%	5%	9%	-6%	-4
Cc1cnc(CNC(=O)C2CCC(=O)N(CCc3ccc(Cl)cc3)C2)cn1 (stereo not drawn)	11	10%	4%	-2	5%	-1%	u	-14%	0
COc1ccccc1N1CCN(CC(=O)Nc2cc(F)ccc2C)CC1	-83*	-20%	-20%	-1	6%	0%	-21%	u	u

Single records, as listed above.
Shown for O=C(Nc1nc(OCCN2CCCC2=O)cnc1/C=C\c1ccccc1)c1cc2ccccc2s1 → DRD3 antagonist = -4; HT1080 IDH1KD tx = 5%; HT1080NT lethal = 0%; D3 ag = -6; GLP1R ag = 3%; KB-3-1 cytotox = 0%; KB-V1 MDR tox = u; SW480 rerep = x; IL1B secr inh = -19
Shown for CCc1ccc2[nH]c3nc(SCc4nnc(-c5ccc(C)cc5)o4)nnc3c2c1 → DRD3 antagonist = -1; HT1080 IDH1KD tx = 9%; HT1080NT lethal = 11%; D3 ag = -4; GLP1R ag = 0%; KB-3-1 cytotox = -20%; KB-V1 MDR tox = u; SW480 rerep = -1%; IL1B secr inh = 26

Part of the list above, reduced to GLP1R ag and HT1080NT lethal.
Compound	GLP1R ag	HT1080NT lethal
CCN(C(=O)CN1C(=O)S/C(=C\c2cccc(OC)c2)C1=O)C1CCS(=O)(=O)C1 (stereo not drawn)	1%	6%
O=C(c1cnn2c(C(F)(F)F)cc(-c3ccco3)nc12)N1CCCCCC1	10%	-25%
COc1cc(/C=C/CN2CCC(Oc3ccc(C(=O)N4CCCC4)cc3)CC2)ccc1O	16%	-2%

Later entries.
SMILES	DRD3 antagonist	HT1080 IDH1KD tx	HT1080NT lethal	D3 ag	GLP1R ag	KB-3-1 cytotox	KB-V1 MDR tox	SW480 rerep	IL1B secr inh
Cc1cc(C)n(CC(=O)NCc2cc(-c3nn(C)c(=O)c4ccccc34)ccc2C)n1	6	-3%	-5%	3	2%	-12%	0%	-2%	-1
Cc1noc(NS(=O)(=O)c2ccc(NC(=O)CCN3C(=O)c4ccccc4C3=O)cc2)c1C	-7	2%	-4%	-2	0%	18%	6%	-4%	4
COc1ccc(N2CC(NC(=O)N(C)CCC#N)CC2=O)cc1 (stereo not drawn)	-15	7%	u	-3	9%	-14%	17%	-12%	-11
Cc1ccc([N+](=O)[O-])c(NC(=O)COC(=O)C2CC3CCCC(C2)C3=O)c1C (stereo not drawn)	-2	7%	25%	1	-2%	0%	u	4%	0
COc1cc(C)c(Cl)cc1S(=O)(=O)N1CCCC1	4	-9%	-13%	4	16%	6%	u	-12%	9
COc1ccc(Cn2c(=O)[nH]c3cc(C(=O)N4CCN(c5cccc(OC)c5)CC4)ccc3c2=O)cc1	x	x	x	-2	-1%	-16%	-10%	x	x
Cc1ccc(C#N)c(SCc2cccc(Br)c2)n1	90	5%	5%	2	11%	-4%	-1%	-26%	14
CC(CC(=O)NNC(=O)c1cccc(Cl)c1)c1ccccc1 (stereo not drawn)	6	7%	15%	11	9%	3%	-1%	4%	-7
CC(C)c1ccc(S(=O)(=O)NC2CCS(=O)(=O)C2)cc1 (stereo not drawn)	6	1%	-6%	-1	3%	-4%	-28%	1%	12
O=C(O)C(Cc1ccccc1)N1C(=O)/C(=C/c2ccccc2)SC1=S (stereo not drawn)	-17	10%	14%	6	-6%	8%	-9%	-5%	4
CCOC(=O)c1ccc(NC(=S)NCCc2ccc(OC)c(OC)c2)cc1	-1	u	-15%	12	11%	-20%	u	0%	x
Nc1nnc(CC(c2ccccc2)c2ccccc2)s1	24	1%	2%	0	-3%	-6%	23µM*	-2%	15
CN(CC(=O)Nc1ccc(Cl)c(Cl)c1)C(=O)C1CCCC1	u	-5%	-7%	-7	-2%	-5%	8%	1%	-25
Cc1c(C=O)cnn1CCC(=O)O	-17	-3%	3%	11	3%	-10%	-2%	1%	-16
CC(C)CN1Cc2ccccc2Oc2cc(Br)ccc2S1(=O)=O	-62*	-1%	-1%	5	-4%	-15%	-15%	-1%	37
